HGIII-sPLA2 inh: human group III sPLA2 inhibitors, primary screen, biochemical, QFRET, BODIPY PC-A2 liposome substrate. 370,000 tested, 0.56% active. inhibition, % at 12.2 µM. QFRET BODIPY PC-A2 liposome hydrolysis, fluorescence. Group 3 secretory phospholipase A2 (Homo sapiens), Q9NZ20. AID 743126, 2013;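 active = inhibition above mean plus 3 SD of compounds lying within the high and low control bounds, cut at about 19% in these data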;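 also: 0% = median of test compound wells and 100% = no enzyme DMSO wells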
Target sequence (Q9NZ20 whole entry, looked up): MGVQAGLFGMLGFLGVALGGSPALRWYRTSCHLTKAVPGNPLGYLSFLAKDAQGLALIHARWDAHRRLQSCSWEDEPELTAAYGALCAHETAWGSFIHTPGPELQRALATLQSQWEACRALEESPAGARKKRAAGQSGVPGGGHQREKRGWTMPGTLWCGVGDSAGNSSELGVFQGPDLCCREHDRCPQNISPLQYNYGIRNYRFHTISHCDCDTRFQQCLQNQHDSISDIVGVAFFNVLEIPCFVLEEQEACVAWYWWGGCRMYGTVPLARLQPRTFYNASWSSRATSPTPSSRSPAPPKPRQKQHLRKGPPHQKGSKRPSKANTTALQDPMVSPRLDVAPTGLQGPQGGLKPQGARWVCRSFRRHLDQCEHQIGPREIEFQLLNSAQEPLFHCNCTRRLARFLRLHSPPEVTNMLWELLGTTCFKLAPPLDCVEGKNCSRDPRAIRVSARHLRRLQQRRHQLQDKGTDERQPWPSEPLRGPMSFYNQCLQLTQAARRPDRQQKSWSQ
FXN GAA850 act: FXN promoter activators, primary screen, cell-based, luciferase luminescence, HEK293 lucGAA850. 360,000 tested, 0.56% active. HEK293 lucGAA850 FXN promoter luciferase reporter, 24 h; percent of 10 µM SAHA response. AID 540364, 2011. activation, % at 6 µM;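 active = activation above the average of all compounds screened plus 3 SD, cutoff fixed separately per campaign, cut at about 7.5% in these data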;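 also: 0% = DMSO wells and 100% = 10 µM SAHA wells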
PLC-gamma1 inh: PLC-gamma1 enzyme inhibitors, primary screen, biochemical, fluorescence, purified enzyme; fluorogenic substrate; inhibition, % at 12.2 µM; 370,000 tested, 0.84% active; AID 720700, 2013; in the data active = inhibition above about 9.5%
DAX1 inh-1: DAX1 (NR0B1) inhibitors on StAR promoter, primary screen, cell-based, luminescence, SF-1 (NR5A1), full-length DAX-1; AID 652010, 2013; HEK293T StAR-luciferase reporter, SF-1/DAX-1 repression relief; 370,000 tested, 1.1% active; inhibition, % at 6.8 µM;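 active = inhibition above the mean over all tested compounds plus 3 SD, cut at about 3.6% in these data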;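 also: 0% = DAX-1 cells with DMSO and 100% = cells lacking DAX-1 with DMSO; higher inhibition means more luminescence from relief of DAX-1 repression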
PLCb3 inh: human PLC-beta3 inhibitors, primary screen, biochemical, fluorescence | 1-phosphatidylinositol 4,5-bisphosphate phosphodiesterase beta-3 (Homo sapiens), Q01970 | Purified PLC-beta3, fluorogenic substrate | inhibition, % at 12.2 µM | 370,000 tested, 0.18% active; in the data active = inhibition above about 11%;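 also: 0% = median of compound wells on plate and 100% = full blocker control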
hgDAF12 agonist: H. glycines DAF-12 receptor agonists, primary screen, cell-based, luminescence, HEK293, GAL4 fusion, UAS-luciferase. 370,000 tested, 1.8% active. HEK293 GAL4-hgDAF12 UAS-luciferase reporter, agonist luminescence; normalized to butyrate control. Nuclear hormone receptor DAF-12 (Heterodera glycines), GAL4 fusion. activation, % at 6.8 µM. AID 687014, 2013;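 active = activation above a cutoff set at the mean of all screened compounds plus 3 SD, cut at about 10% in these data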;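 also: 0% = DMSO wells and 100% = sodium butyrate wells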
ADAM17 inh: ADAM17 inhibitors, primary screen, biochemical, QFRET. recombinant ADAM17, EDANS/DABCYL FRET peptide cleavage. 370,000 tested, 0.83% active. Disintegrin and metalloproteinase domain-containing protein 17 (Homo sapiens), P78536. inhibition, % at 6.95 µM;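 active = inhibition above the mean of compounds lying between control limits plus 3 SD, set per campaign, cut at about 8.5% in these data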;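 also: 0% = DMSO-only wells as the low control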
Target sequence (P78536 215-824 limits assumed): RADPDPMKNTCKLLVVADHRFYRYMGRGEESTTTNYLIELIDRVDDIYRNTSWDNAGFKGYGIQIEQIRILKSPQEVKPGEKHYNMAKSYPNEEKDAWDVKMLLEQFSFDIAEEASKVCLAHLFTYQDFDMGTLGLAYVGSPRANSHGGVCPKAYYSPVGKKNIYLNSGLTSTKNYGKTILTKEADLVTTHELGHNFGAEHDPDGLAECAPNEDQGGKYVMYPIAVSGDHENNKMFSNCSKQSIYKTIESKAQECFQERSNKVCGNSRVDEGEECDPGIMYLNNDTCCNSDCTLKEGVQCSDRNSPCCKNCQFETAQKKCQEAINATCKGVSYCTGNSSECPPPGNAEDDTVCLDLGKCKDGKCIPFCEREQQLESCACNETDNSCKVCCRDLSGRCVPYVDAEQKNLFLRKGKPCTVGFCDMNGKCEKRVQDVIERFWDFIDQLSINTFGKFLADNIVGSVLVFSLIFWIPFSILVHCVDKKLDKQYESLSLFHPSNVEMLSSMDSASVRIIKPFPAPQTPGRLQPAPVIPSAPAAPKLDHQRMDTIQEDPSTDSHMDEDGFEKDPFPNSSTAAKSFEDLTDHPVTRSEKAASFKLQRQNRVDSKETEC
hcDAF-12 act: H. contortus DAF-12 nuclear receptor activators, primary screen, cell-based, luminescence, HEK293, lit1-tk-luc reporter; HEK293 hcDAF-12 lit1-tk-luc reporter; 0% DMSO, 100% Δ7-dafachronic acid; activation, % at 6.8 µM; 370,000 tested, 1.4% active; AID 652067, 2013;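 active = activation above the mean of all tested compounds plus 3 SD, cut at about 5.5% in these data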;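 also: 100% = response to 3 µM Δ7-dafachronic acid high control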
ssDAF12 agonist: S. stercoralis DAF-12 nuclear receptor activators, primary screen, cell-based, luminescence, HEK293, GRIP1 co-expression, lit1-tk-luc; 370,000 tested, 1% active; HEK293 ssDAF-12/GRIP1 lit1-tk-luc reporter; % of 3 µM dafachronic acid response; activation, % at 6.8 µM;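 active = activation above the mean over all tested compounds plus 3 SD, cut at about 0.9% in these data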;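 also: 0% = DMSO-only wells and 100% = 3 µM delta7-dafachronic acid wells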
DAX1 inh-2: DAX1 (NR0B1) inhibitors, primary screen, cell-based, HEK293, Gal4-DAX1, luciferase luminescence; Nuclear receptor subfamily 0 group B member 1 (Homo sapiens), P51843; HEK293 Gal4-DAX1 luciferase reporter; inhibition, % at 6.75 µM; 340,000 tested, 0.99% active; AID 504766, 2011;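 active = inhibition above the mean over all tested compounds plus 3 SD, cut at about 4.2% in these data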;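 also: 0% = DAX1-transfected cells with DMSO and 100% = empty-vector control cells with DMSO; inhibition shows as a rise in luminescence from relieved DAX1 repression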
ADAM10 inh: human ADAM10 inhibitors, primary screen, biochemical, QFRET, HTS; Disintegrin and metalloproteinase domain-containing protein 10 (Homo sapiens), O14672; recombinant ADAM10, EDANS/DABCYL FRET peptide cleavage, 3 h; 370,000 tested, 0.62% active; inhibition, % at 7 µM; AID 720582, 2013;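 active = inhibition above a per-campaign cutoff equal to the mean of compounds falling between control-based bounds plus 3 SD, cut at about 20% in these data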;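 also: 0% = DMSO wells while the 100% control is not disclosed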
Active calls of the source: *; . = not tested or not shown. Random draw from the library. About 6.9% of those tested had a hit in this group.

SMILES	HGIII-sPLA2 inh	FXN GAA850 act	PLC-gamma1 inh	DAX1 inh-1	PLCb3 inh	hgDAF12 agonist	ADAM17 inh	hcDAF-12 act	ssDAF12 agonist	DAX1 inh-2	ADAM10 inh
CC1(C)CC(=O)C=C(c2cn[nH]n2)C1	-3.1	1.1	1.4	1.3	-4.0	0.5	-0.2	-1.3	-0.9	-0.4	-3.9
N#Cc1ccc(/C=C/C(=O)c2ccco2)cc1	8.4	1.5	3.1	-0.4	2.5	-0.8	4.3	-0.5	-0.8	-1.8	7.0
Cc1ccc2c(c1)N(C(=O)NC1CCCCC1)C(C)(C)CC2C (centres undefined)	7.2	-0.1	1.8	-0.1	0.4	1.1	-5.6	-2.0	-1.0	0.0	4.4
O=C(NCCCC1CCCC1)C1CCC(=O)N(Cc2ccc(Cl)cc2)C1 (centres undefined)	-3.8	0.5	1.0	-2.8	-7.6	-1.1	-2.8	-2.0	-0.9	0.6	2.6
COc1cc(/C=N/NC(=O)c2ccoc2C)cc(OC)c1O	-1.9	5.3	-9.9	1.4	-9.3	8.6	-4.3	4.6	-0.5	1.0	-14.0
CCOC(=O)N1CCN(C(=O)C(C)(C)Oc2ccc(Cl)cc2)CC1	-1.8	-0.2	1.5	-0.4	3.1	-0.7	-0.6	-1.9	-1.5	1.2	-1.0
COc1ccc(NC(=O)C2CCN(S(=O)(=O)c3ccc(OC)c(OC)c3)CC2)cc1	-11.6	1.1	4.1	-1.0	3.0	1.1	2.0	-2.5	-1.7	0.1	5.5
O=C1N[C@H](Cc2ccccc2)COC(=O)[C@H](Cc2ccc(F)cc2)CC/C=C/C[C@H]1CC(=O)N(CCO)Cc1ccccc1	-31.6	-3.5	-1.8	0.6	-4.3	-3.3	8.7*	-3.0	-1.8	-1.5	6.6
O=C(NCc1ccncc1)C12CC3CC(CC(C3)C1)C2	1.4	3.8	2.9	0.4	0.6	0.5	0.1	-0.4	-0.8	-0.6	1.6
Cc1nn(CC(C)C)c(Cl)c1C(=O)NCC1CCCO1 (centres undefined)	-2.8	-0.6	-2.9	-0.1	0.5	7.8	-3.2	0.6	-0.9	0.8	-4.6
CC(C)OC(=O)CSc1nc(N)c(C#N)cc1C#N	7.2	8.4*	-9.6	1.0	-14.5	4.2	-18.1	1.9	-1.7	0.8	-45.8
COc1cccc2c(=O)c(C(=O)NCCc3ccccc3)c[nH]c12	-3.5	6.6	-20.3	2.0	-39.9	5.6	-68.6	3.0	-0.5	0.5	-161.2
CCN(CC(=O)NCc1ccc2c(c1)OCO2)S(=O)(=O)c1ccc(F)cc1	-0.2	-1.1	-2.3	-0.2	-5.3	2.0	-0.7	-1.7	-0.6	-1.6	1.5
C[C@H]1CN(S(=O)(=O)C(C)(C)C)[C@@H](CCO)/C1=C\c1ccccc1	9.7	.	1.7	-1.7	-0.3	-2.5	0.3	-2.1	-1.3	.	-12.1
CC(C)N1CCC(N2CCN(Cc3cnc(-c4ccccc4)s3)CC2CCO)CC1 (centres undefined)	3.5	4.4	-0.4	0.6	-5.2	1.2	-4.9	-0.5	-0.3	-0.9	-3.3

Structures above that have four or more nitrogen atoms:
SMILES	HGIII-sPLA2 inh	FXN GAA850 act	PLC-gamma1 inh	DAX1 inh-1	PLCb3 inh	hgDAF12 agonist	ADAM17 inh	hcDAF-12 act	ssDAF12 agonist	DAX1 inh-2	ADAM10 inh
CC(C)OC(=O)CSc1nc(N)c(C#N)cc1C#N	7.2	8.4*	-9.6	1.0	-14.5	4.2	-18.1	1.9	-1.7	0.8	-45.8
CC(C)N1CCC(N2CCN(Cc3cnc(-c4ccccc4)s3)CC2CCO)CC1 (centres undefined)	3.5	4.4	-0.4	0.6	-5.2	1.2	-4.9	-0.5	-0.3	-0.9	-3.3

Remaining list, next part:
SMILES	HGIII-sPLA2 inh	FXN GAA850 act	PLC-gamma1 inh	DAX1 inh-1	PLCb3 inh	hgDAF12 agonist	ADAM17 inh	hcDAF-12 act	ssDAF12 agonist	DAX1 inh-2	ADAM10 inh
C/C(=N\NC(=O)COc1c(C)cccc1C)c1cccs1	2.5	1.6	0.6	1.0	1.9	0.6	-17.1	-1.3	-0.8	1.9	5.5
Cc1cccc(-c2noc(CN(C(=O)c3ccc(Br)o3)C(C)C)n2)c1	-10.7	0.1	-1.4	-0.9	-1.9	0.0	0.2	-0.7	-1.6	0.0	3.3
CN(C(=O)c1ccc(OC2CCN(C(=O)c3cccnc3)CC2)cc1)C1CCCCC1	-2.5	-1.4	0.7	1.6	-3.9	0.1	-1.6	-1.7	-2.2	0.3	4.6
COc1ccc(-c2csc(N3CCN(C(=O)c4ccco4)CC3)n2)cc1	-1.1	-1.0	-0.8	-2.6	-0.7	-1.8	1.7	-3.4	-1.4	-2.9	-1.9
CCOC(=O)c1sc2nc(C)nc(SCC(=O)N(C)C3CCS(=O)(=O)C3)c2c1C (centres undefined)	-0.3	-0.3	0.0	-0.5	-2.5	1.3	-1.0	-1.0	-1.6	-0.2	-8.4
O=S1(=O)N[C@H](Cc2ccccc2)COc2cccc(N3CCN(Cc4ccccc4F)CC3)c21	-4.1	.	-0.3	-0.2	3.1	-1.8	0.6	-0.4	-1.2	.	5.6
C=CCOC(=O)C1=C(C)NC(=O)NC1C1CC=CCC1 (centres undefined)	4.0	-2.5	-0.2	-0.2	4.0	-0.2	-3.0	-0.4	-0.8	-0.5	-4.5
CC(=O)c1cn(CC(=O)Nc2ccc(C)cc2C)c2ccccc12	9.7	-5.2	-1.1	-2.4	1.3	-3.0	-2.9	-3.5	-2.5	-3.3	2.4
COC(=O)C1=C(C)N(Cc2ccccc2C(F)(F)F)C(=NCc2ccc(C(F)(F)F)cc2)NC1c1ccccc1 (centres undefined)	2.1	.	2.6	2.6	2.4	2.4	-1.2	3.1	-0.6	.	-1.5
Cc1cc(C)n(C(=O)CCNC(=O)c2ccccc2Cl)n1	3.1	-1.6	-3.2	0.1	0.1	-0.6	-3.9	-1.0	-1.2	0.1	-1.5
COc1cccc(/C=C/C(=O)OCC(=O)NC(=O)NC2CCCC2)c1	-7.9	0.9	-80.7	2.2	-104.9	0.4	-40.0	0.4	-0.9	0.3	-155.6
N/C(=N\OC(=O)c1ccc(Cl)cc1)c1nonc1N	-0.1	3.7	-1.9	0.1	-0.7	1.7	-1.0	-1.9	-0.9	0.6	-8.3
Cc1scc(C(=O)NNC(=S)NC(C)c2ccccc2)c1C (centres undefined)	30.3*	-1.2	7.0	-0.7	5.7	-1.4	4.8	-2.3	-1.4	-0.5	27.4*
O=C(CCN1CCc2ccccc2C1)Nc1ccccc1F	3.0	0.5	-4.1	-0.6	-1.4	-1.6	-6.4	1.8	-0.8	0.2	1.0
NC(=O)c1ccc(NC(=O)CSc2nnc(C3CC3)n2C2CC2)cc1	9.8	2.0	1.0	1.0	1.5	-0.1	-2.5	0.3	-0.9	0.8	-7.5
CCOc1ccccc1CNn1nnnc1N	2.5	-1.1	-0.7	0.4	2.0	2.0	-0.1	-0.6	-1.8	1.2	1.1
O=C(C[C@H]1C/C=C\CC[C@H](Cc2ccc(F)cc2)C(=O)OC[C@H]2CCCN2C1=O)N[C@@H](CO)Cc1ccccc1	-32.2	3.0	3.3	-0.3	7.0	0.0	1.5	-2.4	-1.3	-0.3	10.5
O=C(N/N=C1/C(=O)c2cccc3cccc1c23)c1ccc(Cl)cc1	11.1	1.8	-1.2	0.5	-1.5	0.8	-2.9	4.5	0.7	0.9	-14.0
COc1ccccc1OCC(=O)n1cc(C(=O)c2cc(Cl)cc(Cl)c2O)cn1	3.1	1.0	-1.7	0.7	0.7	1.0	-1.5	-1.2	-0.8	1.3	3.9
CCNC(=O)/C(C#N)=C/c1c(N2CCN(c3ccc(OC)cc3)CC2)nc2c(C)cccn2c1=O	2.8	1.9	-13.0	-0.5	-21.4	-0.8	-25.2	-3.6	-0.9	-1.4	-62.6
CC(C)C(OC(=O)C1=Cc2ccccc2OC1)C(=O)NC1CCCC1 (centres undefined)	-9.1	3.0	-11.3	0.1	-15.8	0.5	-1.8	-0.5	-1.4	-1.9	-11.3
Cc1ccc(-c2cc(-c3ccccc3)c(C#N)c(Br)n2)cc1	9.2	1.2	0.9	-0.1	1.6	-3.1	0.9	0.0	-1.8	-0.2	-20.2
CO/N=C/Cc1c([N+](=O)[O-])c(C)nn1C	2.0	-1.6	6.4	-0.5	-0.5	-1.7	-0.3	-2.1	-1.1	-0.2	0.9
Cc1ccc(C)c(S(=O)(=O)N2CCCC2CNC(=O)C(=O)NC2CCCCCC2)c1 (centres undefined)	5.2	1.0	-12.9	2.0	-6.8	-1.9	-5.0	-1.8	-1.6	1.2	-4.6
CCSc1nc2ccccc2n1CCC(=O)O	5.0	-0.7	1.1	1.2	6.3	0.9	2.4	-1.5	-1.4	2.6	4.5
CN1CCN(C(=S)c2ccc(-c3cc(Cl)ccc3Cl)o2)CC1	-5.0	1.2	0.3	-0.2	-7.8	0.4	-0.6	-1.3	-1.0	1.8	-1.6
CCC(C)(C)C(=O)Nc1cc([N+](=O)[O-])ccc1F	7.6	0.8	1.1	-0.3	2.4	1.6	2.9	-0.1	-1.6	0.0	7.7
CCOC(=O)C1CCCN(C(=O)CSc2nnnn2C)C1 (centres undefined)	5.7	0.6	0.7	2.5	-3.6	-2.3	-2.5	-0.9	-1.3	0.1	-5.1
CC(C)c1nc(Cl)c(C#N)c2c1COC(C)(C)C2	-3.8	4.1	1.8	0.5	-3.1	-0.3	-2.7	-0.4	-1.3	1.6	-6.6
Cc1nc(NC(=O)c2cccnc2Cl)sc1C	-4.9	2.5	-3.0	1.4	-7.9	9.1	1.2	8.5*	0.7	3.1	1.4
Cc1c(NS(=O)(=O)c2cccc(C(=O)NCc3ccncc3)c2)c(=O)n(-c2ccccc2)n1C	3.8	-0.4	0.1	0.2	0.0	0.2	-1.1	-0.8	-0.7	-1.2	-3.2
Cc1cc(NC(=O)CSCC(=O)N2CCN(c3ccccc3)CC2)no1	-2.1	-0.1	0.1	0.0	0.1	-0.4	0.0	1.4	-0.9	-0.1	-1.9
Cc1cc(N)ccc1-c1cc2ccccc2oc1=O	1.4	1.6	-43.4	0.1	-55.4	1.4	-0.9	-1.4	-0.8	-1.6	-0.3

Screens: PubChem, The Scripps Research Institute Molecular Screening Center
